HEK293 cAMP ctrl – parental HEK293 cAMP activation (counter-screen) | parental HEK293 CNG cAMP sensor, membrane potential fluorescence | Potency, µM (highest dose often 57.1 µM), for inactives: at the highest dose activation, hits mostly activators | 2.5% of 73,000 active; also: potency is read from the fitted curve at half-maximal effect; % of control where 0% means no effect; nearly all actives have a fitted effect of over 55% in size
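Parental HEK 293 cells stably expressing a modified CNG channel (no TSHR) report cAMP rise as membrane depolarization. Membrane potential dye with 100 uM RO 20-1724 was loaded for 60 min at room temperature, then compound added for 30 min; fluorescence read at 590 nm.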
Fluorescein fluor – compound autofluorescence in fluorescein spectral region | Compound autofluorescence, 480/540 nm, fluorescein-equivalent; stronger effect = higher value | max fluorescein-equivalent concentration, M | 0.91% of 59,000 active | AID 593; in the data active = max fluorescein-equivalent concentration above about 10 nM; inconclusive = between about 1.1 nM and that limit
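Tris 100 mM pH 8.0; 15 min RT; CCD read, ex 480/em 540 nm. Output: fluorescein-equivalent concentration per compound concentration, from six-point dye series on each plate.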
USP2a inhib – inhibitors of human ubiquitin-specific protease USP2a | O75604 | USP2a enzymatic assay, qHTS inhibition | Potency, µM (highest dose often 38.3 µM), for inactives: at the highest dose activity change, negative = inhibition, most hits filed as inhibitors | 0.1% of 60,000 active | AID 927;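 also: potency is read from the fitted curve at half-maximal effect; nearly all actives have a fitted effect of over 60% in size; plate controls were DMSO for no effect and NEM full inhibition control for full effect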
Target sequence (O75604 whole entry, looked up): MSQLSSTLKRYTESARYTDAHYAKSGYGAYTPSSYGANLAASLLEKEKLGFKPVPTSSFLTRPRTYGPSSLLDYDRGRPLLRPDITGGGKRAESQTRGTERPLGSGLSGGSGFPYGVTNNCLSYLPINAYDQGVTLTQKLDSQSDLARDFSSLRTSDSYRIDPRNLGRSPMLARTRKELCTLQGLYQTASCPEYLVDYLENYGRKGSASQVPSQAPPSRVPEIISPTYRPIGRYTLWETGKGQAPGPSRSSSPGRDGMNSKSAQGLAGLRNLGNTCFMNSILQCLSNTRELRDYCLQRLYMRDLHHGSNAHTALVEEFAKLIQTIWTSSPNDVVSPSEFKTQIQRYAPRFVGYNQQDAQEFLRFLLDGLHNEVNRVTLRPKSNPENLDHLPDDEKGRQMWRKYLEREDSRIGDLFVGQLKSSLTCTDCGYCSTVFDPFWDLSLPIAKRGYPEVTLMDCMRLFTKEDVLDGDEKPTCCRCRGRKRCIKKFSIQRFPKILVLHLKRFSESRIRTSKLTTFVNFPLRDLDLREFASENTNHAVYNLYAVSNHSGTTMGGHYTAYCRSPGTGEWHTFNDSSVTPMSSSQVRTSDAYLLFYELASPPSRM
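Coupled readout: USP2-cleaved Ub-PLA2 (20nM final) turns over NBD C6-HPC (20uM final), Ex 460nm/Em 535nm after 2.5 h, time-zero read flagging artifacts. Enzyme (20nM final, pH 8.0 Tris) given 30 min RT with compound first; NEM defines full inhibition.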
A350 autofl – compound fluoresces in the Alexa 350 spectral region | AID 590 | 11% of 59,000 active | Compound autofluorescence, 340/450 nm, Alexa 350 dye-equivalents; stronger effect = higher value | max dye-equivalent concentration, M; in the data active = max dye-equivalent concentration above about 10 nM; inconclusive = mostly about 1.1 nM to 9.6 nM
Caspase-1 inhib – allosteric or competitive inhibitors of human caspase-1; 0.03% of 75,000 active; Potency, µM (highest dose often 57.5 µM), inactives show at the highest dose activity change, negative = inhibition, hits mostly inhibitors; Caspase-1 enzyme, Ac-WEHD-AFC fluorogenic rate;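 also: potency is read from the fitted curve at half-maximal effect; plate controls were vehicle for no effect and no substrate for full effect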
GFP derepression – epigenetic GFP locus derepression in mouse cells; Potency, µM (titrated, usually from 46.1 µM), without a hit: at the top dose GFP derepression (activation); 0.09% of 68,000 active; mouse C127i GFP locus derepression, cytometry, 30 h; AID 597; also: % of control where 0% means no effect
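Read-out is the number of GFP-positive cells, scored as fluorescent objects 20 to 120 um wide, reflecting derepression of a silenced CMV-GFP reporter in murine C127i cells after 30 h compound exposure at 37 C.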
BRCT PPI red – inhibitors of human BRCA1 BRCT-phosphoprotein interaction (red fluorophore). 0.03% of 75,000 active. Potency, µM (titrated, usually from 76.9 µM), without a hit: at the highest dose activity change, negative = inhibition, usual class: inhibitors. AID 892. BRCT-phosphopeptide binding, red fluorescence polarization; also: % is scaled to controls: 0 for no effect and ±100 for the full control effect
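Rhodamine-labelled pBACH1 10-mer (100 nM) bound to BRCT domain (100 nM) at pH 7.3; compounds incubated 12 min room temperature, polarization read. Free peptide defines full inhibition; unlabelled decapeptide titrated as control.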
BRCT inh green – inhibitors of human BRCA1 BRCT-phosphoprotein interaction (green fluorophore); AID 875; 0.05% of 75,000 active; Potency, µM (top dose mostly 76.9 µM), for inactives: at the top dose activity change, negative = inhibition, hits mostly inhibitors; P38398; BRCA1 BRCT-phosphopeptide binding, green fluorescence polarization;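 also: potency is read from the fitted curve at half-maximal effect; plate controls were peptide without protein for full effect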
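Compounds were incubated for 12 min at room temperature with a complex of 100 nM fluorescein-tagged pBACH1 decapeptide and 250 nM His-tagged BRCT protein. Buffer was phosphate pH 7.3 with EDTA, DTT and Tween 20. Disruption of binding lowers the polarization signal.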
Caspase-7 inhib – caspase-7 (human) inhibition, allosteric or competitive | P55210 | recombinant caspase-7, Ac-DEVD-AFC fluorescence rate | Potency, µM (doses to about 57.5 µM), for the others: at the top dose activity change, negative = inhibition, usual class: inhibitors | 0.02% of 75,000 active | AID 889; active = well fitted inhibition curve with a large enough effect in the main read-out, with a control signal flat, not every such curve was filed as active; inconclusive = small, poorly fitted or top-dose-only effect, or a change in a side signal; also: potency is read from the fitted curve at half-maximal effect; % of control where 0% means no effect
Target sequence (P55210 24-198 limits assumed): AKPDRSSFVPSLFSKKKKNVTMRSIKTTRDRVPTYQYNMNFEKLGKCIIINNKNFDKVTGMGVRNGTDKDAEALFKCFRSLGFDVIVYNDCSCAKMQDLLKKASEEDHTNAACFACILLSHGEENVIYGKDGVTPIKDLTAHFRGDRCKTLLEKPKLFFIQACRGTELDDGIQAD
Target sequence (P55210 207-303 limits assumed): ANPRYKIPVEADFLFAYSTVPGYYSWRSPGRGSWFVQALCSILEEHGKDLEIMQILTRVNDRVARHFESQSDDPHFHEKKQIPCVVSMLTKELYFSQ
UbGFP stabilizer – ubiquitin-GFP accumulation via proteasome inhibition. Ubiquitin-GFP reporter cells, proteasome inhibition, GFP fluorescence; response scale: untreated = 0%, 10 µM MG-132 = 100%. Potency, µM (titrated, usually from 45.9 µM), without a hit: top-dose activation (GFP accumulation), most hits filed as activators. 67,000 tested, under 10 active. AID 526; active = well fitted activation curve with a large enough effect, not every such curve was filed as active; inconclusive = small, poorly fitted or top-dose-only effect, or another doubt; inactive = no such curve, though single readings can be large or run the other way; also: potency is read from the fitted curve at half-maximal effect
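Proteasome blockade was scored as a rise in GFP-expressing U2OS cells carrying a ubiquitin(G76V)-GFP construct, imaged after 4 hr compound treatment at 37 °C across a 46 uM–2.9 nM series.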
4MU fluor – compounds fluorescent in 4-MU spectral region; compound autofluorescence, 340/450 nm, 4-MU equivalents; stronger effect = higher value; max dye-equivalent concentration, M; 11% of 59,000 active; in the data active = max dye-equivalent concentration above about 10 nM; inconclusive = mostly about 1.1 nM to 9.6 nM
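Compounds in 100 mM Tris, pH 8.0, sat 15 min at room temperature before fluorescence was read at 340 nm excitation/450 nm emission; a per-plate six-point 4-MU standard curve converted signals to dye-equivalent concentration at each compound concentration.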
An asterisk follows results filed as active; i = inactive; ? = inconclusive; nt = not tested or not shown; [ ] = remark or other dose. Unless noted, calls follow the shape of the dose curve; as a rule, active = well fitted curve in the direction sought with a large enough effect; inconclusive = small, poorly fitted or top-dose-only effect, or another doubt; inactive = no such curve, though single readings can be large; an effect the other way counts as inactive or inconclusive.

SMILES	HEK293 cAMP ctrl	Fluorescein fluor	USP2a inhib	A350 autofl	Caspase-1 inhib	GFP derepression	BRCT PPI red	BRCT inh green	Caspase-7 inhib	UbGFP stabilizer	4MU fluor
CSc1ccc(C(=S)N2CCN(C)CC2)cc1	-3%	?	0%	i	3%	0%	-0.7%	-0.2%	1%	-1%	i
O=C(NCCNCCO)c1c(O)c2cccc3c2n(c1=O)CCC3	?	i	-2%	?	-1%	-2%	-0.1%	0.0%	-1%	2%	?
O=C1C2(c3ccccc3)CN(CCCO)CC1(c1ccccc1)CN(CCCO)C2	?	i	-3%	i	2%	2%	1.7%	-0.2%	-2%	-2%	i
COc1cccc(OCc2nc3c4cnn(-c5ccccc5)c4ncn3n2)c1	16%	i	17%	i	0%	0%	-0.7%	-1.4%	2%	1%	i
COc1ccc(-n2cnnc2SCc2ncc(-c3ccccc3)o2)cc1	22%	i	5%	i	1%	-2%	-2.8%	3.2%	0%	-6%	i
Cc1cc(C)c(C#N)c(SCC(=O)c2cccs2)n1	?	nt	4%	nt	-4%	5%	0.7%	0.2%	-2%	14%	nt
CCOC(=O)c1cc(C(=O)OCC)cc(-n2c(C)cc(C(=O)CN3CCOCC3)c2C)c1	21%	?	12%	i	-1%	-1%	0.2%	0.1%	0%[0.00368 µM]	-1%	i
COc1ccc(CCNC(=O)CSc2cc(=O)[nH]c(N)n2)cc1OC	-11%	?	-2%	i	4%	-1%	1.1%	-1.3%	0%	3%	i
CC(NC(=O)CCC(=O)NC(C)C1COc2ccccc2O1)C1COc2ccccc2O1 (stereo not drawn)	5%	i	6%	i	0%	-1%	1.2%	0.4%	1%	1%	i
CCOC(=O)COc1nc(C)c(Br)c(OC)n1	?	i	7%	i	0%	-2%	-0.9%	0.1%	0%	-2%	i
O=C(Nc1ccc2c(c1)CCC2)c1cnccn1	14%	?	18%	i	-2%	6%	0.3%	0.3%	-1%	4%	i
CC(CCc1ccccc1)C(=O)NO (stereo not drawn)	20%[11.4 µM]	nt	-2%[7.66 µM]	nt	-2%	-2%	-0.5%	1.1%	1%	-3%[9.17 µM]	nt
CC(=O)Nc1ccc(NS(=O)(=O)Cc2ccccc2)cc1	-3%	nt	-1%	nt	-3%	-2%	-0.3%	-1.5%	0%	10%	nt
O=C(CSc1nc2ccccc2c(=O)n1Cc1ccco1)NCc1ccccc1	25µM*	?	-6%	?	-4%	0%	0.3%	-1.8%	3%	5%	?
CSCCC(NC(=O)c1ccccc1)C(=O)NC1CCCC1 (stereo not drawn)	14%	i	4%	i	0%	3%	0.3%	-0.5%	-1%	-2%	i
CCOC(=O)N1CCC(NC(=O)CS(=O)(=O)Cc2nc(-c3cccc(OC)c3)oc2C)CC1	24%	i	13%	i	1%	2%	-0.6%	-0.8%	3%	9%	i
O=C(NCCc1ccccc1)C1CCN(S(=O)(=O)c2ccc(-c3nn[nH]n3)cc2)CC1	3%	i	-1%	i	1%	1%	-0.8%	0.6%	0%	-5%	i
Nc1nnnn1/N=C/c1ccccc1OCc1ccc(Cl)cc1Cl	32µM*	i	1%	i	-3%	0%	-0.8%	0.0%	-9%	1%	i
CC(=O)NCCn1c(SCC(=O)NCc2ccco2)nc2ccccc2c1=O	?	?	0%	?	2%	-7%	-1.0%	0.4%	-1%	-13%	?
Cc1cc(C(=O)NNCc2ccccc2)no1	0%[25.6 µM]	?	-2%[17.1 µM]	i	-2%[25.7 µM]	2%[20.6 µM]	-1.3%[34.4 µM]	-1.3%[34.4 µM]	-1%[25.7 µM]	6%[20.5 µM]	i

Structural class, the compounds so far containing two or more sulfur atoms.
SMILES	HEK293 cAMP ctrl	Fluorescein fluor	USP2a inhib	A350 autofl	Caspase-1 inhib	GFP derepression	BRCT PPI red	BRCT inh green	Caspase-7 inhib	UbGFP stabilizer	4MU fluor
CSc1ccc(C(=S)N2CCN(C)CC2)cc1	-3%	?	0%	i	3%	0%	-0.7%	-0.2%	1%	-1%	i
Cc1cc(C)c(C#N)c(SCC(=O)c2cccs2)n1	?	nt	4%	nt	-4%	5%	0.7%	0.2%	-2%	14%	nt

(continued)
SMILES	HEK293 cAMP ctrl	Fluorescein fluor	USP2a inhib	A350 autofl	Caspase-1 inhib	GFP derepression	BRCT PPI red	BRCT inh green	Caspase-7 inhib	UbGFP stabilizer	4MU fluor
Nc1ccc(-c2n[nH]c(=O)c3ccccc23)cc1N	-3%	?	14%	i	0%	-3%	-0.3%	1.7%	-10%	7%	i
CCOc1cccc2cc(C(=O)N3CCN(C/C=C/c4ccccc4)CC3)c(=O)oc12	15%	i	59%[activator]	i	-7%	2%	-1.5%	-0.1%	-9%	0%	i
O=C(CSc1nnnn1C1CCCC1)Nc1cccc(NC(=O)c2ccco2)c1	1%	i	26%	i	-4%	2%	-0.2%	1.0%	1%	-3%	i
Cc1cccc(NC(=O)C2C(C(=O)O)C3C=CC2C32CC2)c1C (stereo not drawn)	-8%	nt	-8%	nt	-1%	0%	-1.2%	-0.6%	0%	0%	nt
Cc1ccc(S(=O)(=O)Cn2nnnc2CN2CCOCC2)cc1	11%	?	-13%	i	0%	-2%	-1.1%	-2.0%	-1%	-6%	i
Cc1ccc(-n2nc3c(c2NC(=O)c2cccs2)CSC3)cc1	?	i	-2%	i	-1%	2%	0.3%	-1.7%	0%	1%	i
CC(CN1CCCC1)OC(=O)COc1ccccc1 (stereo not drawn)	7%	?	-2%	i	2%	-2%	-0.8%	-1.7%	nt	-6%	i
COc1ccc2nc(NC(=O)CSc3nc4cccnc4n3C)sc2c1	7%	i	32%[activator]	i	-1%	0%	-0.7%	0.2%	0%	5%	i
O=C(COc1ccccc1)N1CCN(C(=O)c2cccc(F)c2)CC1	-11%	nt	nt	nt	-5%	nt	-1.1%	0.9%	-1%	nt	nt
C(=N\n1cnnc1)/c1ccc(OCc2ccccc2)cc1	?	nt	-4%[7.66 µM]	nt	0%	0%	-2.5%	-1.9%	0%	13%[9.17 µM]	nt
COCC(=O)N1CCC2(CCN(Cc3cc(C(F)(F)F)cc(C(F)(F)F)c3)CC2)CC1	11%	i	86%[activator]	i	-3%	4%[9.22 µM]	1.6%	-0.4%	-3%	0%	i
CCOC(=O)CSc1nnc(CNC(=O)c2ccco2)n1-c1ccc(F)cc1	0%	?	7%	i	-2%	0%	-2.2%	-1.6%	1%	2%	i
Cc1nnc(N2CCN(c3ccccc3)CC2)[nH]c1=O	3%	?	3%	i	-1%	0%	-0.1%	-2.1%	0%	-10%	i
CCc1nc(C)c(-c2ccccc2)c(=O)[nH]1	6%	?	3%	i	4%	-1%	-1.4%	-1.0%	-2%	5%	i
Cn1c(NCCO)nc2c(c1=O)C1(CCCCC1)Cc1ccccc1-2	-3%	nt	nt	nt	-3%	nt	-0.8%	-0.1%	-4%	-1%	nt
CC(=O)N(Cc1cc(=O)[nH]c2ccccc12)c1ccccc1	8%	?	1%	?	-3%	0%	-1.0%	0.4%	-1%	-1%	?
C=CCn1c(SCC(=O)Nc2c(C)cccc2C)nnc1-c1ccncc1	-2%	?	1%	?	0%	0%	-2.4%	-1.0%	0%	0%	i
COC(=O)C1=[N+]([O-])OC(C(=O)OC)C1c1c[nH]c2ccccc12 (stereo not drawn)	1%	?	-11%	i	-1%	4%	-0.7%	-2.5%	-4%	-11%	i
O=c1c2cccc3c(N4CCOCC4)ccc(c32)c2nc3ccccc3n12	4%	i	4%	?	-1%	-3%	0.1%	-0.4%	-2%	-4%	?
Cc1cccc(/N=C/c2c(O)[nH]c3ccccc23)n1	-3%	nt	nt	nt	-2%	7%	-2.2%	-0.1%	-3%	-11%	nt

Shown bar-delimited: entries from further up
SMILES | HEK293 cAMP ctrl | Fluorescein fluor | USP2a inhib | A350 autofl | Caspase-1 inhib | GFP derepression | BRCT PPI red | BRCT inh green | Caspase-7 inhib | UbGFP stabilizer | 4MU fluor
CCc1nc(C)c(-c2ccccc2)c(=O)[nH]1 | 6% | ? | 3% | i | 4% | -1% | -1.4% | -1.0% | -2% | 5% | i
O=C(COc1ccccc1)N1CCN(C(=O)c2cccc(F)c2)CC1 | -11% | nt | nt | nt | -5% | nt | -1.1% | 0.9% | -1% | nt | nt
Cc1nnc(N2CCN(c3ccccc3)CC2)[nH]c1=O | 3% | ? | 3% | i | -1% | 0% | -0.1% | -2.1% | 0% | -10% | i

(continued)
SMILES	HEK293 cAMP ctrl	Fluorescein fluor	USP2a inhib	A350 autofl	Caspase-1 inhib	GFP derepression	BRCT PPI red	BRCT inh green	Caspase-7 inhib	UbGFP stabilizer	4MU fluor
NC(N)=N[C@H](CCC(=O)O)C(=O)O	5%	?	-2%	i	-1%	0%	-1.9%	-3.5%	0%	5%	i
COC(=O)Cn1ncn2cccc2c1=O	-2%[11.4 µM]	nt	nt	nt	-2%	nt	-1.4%	-1.2%	-3%	nt	nt
O=C(CSc1nn(-c2ccc(F)cc2)c(=S)s1)N1CCN(C(=O)c2ccco2)CC1	20%	?	29%	i	4%	-1%	1.8%	1.3%	-4%	2%	i
CCOC(=O)Cn1nc(-c2ccccc2)ccc1=O	-1%	?	-5%	i	-1%	-2%	1.2%	-4.9%	0%	1%	i
CCOC(=O)C1=C(C)NC(C)=C(C(=O)OCC)C1c1ccccn1	-12%	i	6%	3.3e-07M*	?	-2%	0.0%	-1.4%	-18%	-7%	2.9e-07M*

An excerpt; the hit share may differ from the screen's.
